# JMJD2A Tudor inh: blocks the human JMJD2A Tudor domain; AID 504339; AlphaScreen JMJD2A-Tudor / H3K4me3 peptide binding; Potency, µM (series often up to 114 µM), for inactives: at the top dose activity change, negative = inhibition, hits mostly inhibitors; O75164; actives 4.4% (n = 390,000); also: % is scaled to controls: 0 for no effect and ±100 for the full control effect; nearly all actives have a fitted effect of over 50% in size
# Pin1 inhibitor: inhibitors of human Pin1; Q13526; Pin1 FP peptide displacement, HiFluor488, 10 min; Potency, µM (titrated, usually from 115 µM), without a hit: top-dose activity, negative = inhibition, actives largely listed as inhibitors; actives 0.009% (n = 390,000); AID 504891; active = well fitted inhibition curve with a large enough effect in the polarisation, with a control signal flat, not every such curve was filed as active; inconclusive = small, poorly fitted or top-dose-only effect, or effect the other way, or a change in a side signal; inactive = no such curve, though single readings can be large or run the other way; the % refers to the polarisation; also: % is scaled to controls: 0 for no effect and ±100 for the full control effect
# ERG-DNA inh: ERG Ets/DNA interaction inhibition. fluorescence polarization, His-ERG Ets domain / labelled DNA. Potency, µM (doses to about 76.9 µM), without a hit: at the highest dose FP activity, negative = inhibition, actives largely listed as inhibitors. actives 0.028% (n = 370,000); active = well fitted inhibition curve with a large enough effect in the polarisation, with a control signal flat; inconclusive = small, poorly fitted or top-dose-only effect, or effect the other way, or a change in a side signal; inactive = no such curve, though single readings can be large or run the other way; the % refers to the polarisation;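 also: polarization taken with two DNA probes labelled with fluorescein and Texas red; % of control where 0% means no effect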
#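 His-tagged ERG Ets domain (1 uM in the protein solution; 300mM KCl, 50mM Tris-HCl, 1mM EDTA, 1mM DTT, pH 7.5) received compound, then a probe mix of 5 nM fluorescein-DNA and 100nM Texas-615-DNA. Fluorescence polarization was read for both dyes.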
# Tb PGK inh: T. brucei PGK inhibition; PGK/GAPDH coupled, Kinase-Glo luminescence, 60 min; Potency, µM (series often up to 57.5 µM), inactives show top-dose activity change, negative = inhibition, hits mostly inhibitors; actives 0.043% (n = 380,000); also: % is scaled to controls: 0 for no effect and ±100 for the full control effect; nearly all actives have a fitted effect of over 60% in size
#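 Recombinant glycosomal PGK reaction used 1,3-bisphosphoglycerate generated in-well by GAPDH (100nM final) in 100mM TEA pH 7.6, 5mM MgCl2, 0.01% Tween-20. After 60 minutes at room temperature, ATP was read by Kinase-Glo Plus luminescence end-point.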
# ALOX12 inh: inhibitors of human 12S-lipoxygenase ALOX12; P18054; purified 12hLO, xylenol orange hydroperoxide absorbance; Potency, µM (series often up to 108 µM), without a hit: at the top dose activity change, negative = inhibition, actives largely listed as inhibitors; actives 1.1% (n = 580,000); also: % is scaled to controls: 0 for no effect and ±100 for the full control effect
#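 Purified human 12hLO (150 nM final) in 25 mM Hepes, 0.01% Triton X-100, pH 7.0 was preincubated 15 min at room temperature with compound. Then 40 uM arachidonic acid was added, 30 min. Hydroperoxide was read by Fe-XO absorbance ratio 573/405 nm.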
# GLS inh: inhibitors of human glutaminase (GLS) | Potency, µM (top dose mostly 45.5 µM), for the others: top-dose activity change, negative = inhibition, usual class: inhibitors | GLS enzymatic activity, qHTS titration | actives 0.21% (n = 410,000) | O94925 | AID 624170; also: % is scaled to controls: 0 for no effect and ±100 for the full control effect
# Target sequence (O94925 whole entry, looked up): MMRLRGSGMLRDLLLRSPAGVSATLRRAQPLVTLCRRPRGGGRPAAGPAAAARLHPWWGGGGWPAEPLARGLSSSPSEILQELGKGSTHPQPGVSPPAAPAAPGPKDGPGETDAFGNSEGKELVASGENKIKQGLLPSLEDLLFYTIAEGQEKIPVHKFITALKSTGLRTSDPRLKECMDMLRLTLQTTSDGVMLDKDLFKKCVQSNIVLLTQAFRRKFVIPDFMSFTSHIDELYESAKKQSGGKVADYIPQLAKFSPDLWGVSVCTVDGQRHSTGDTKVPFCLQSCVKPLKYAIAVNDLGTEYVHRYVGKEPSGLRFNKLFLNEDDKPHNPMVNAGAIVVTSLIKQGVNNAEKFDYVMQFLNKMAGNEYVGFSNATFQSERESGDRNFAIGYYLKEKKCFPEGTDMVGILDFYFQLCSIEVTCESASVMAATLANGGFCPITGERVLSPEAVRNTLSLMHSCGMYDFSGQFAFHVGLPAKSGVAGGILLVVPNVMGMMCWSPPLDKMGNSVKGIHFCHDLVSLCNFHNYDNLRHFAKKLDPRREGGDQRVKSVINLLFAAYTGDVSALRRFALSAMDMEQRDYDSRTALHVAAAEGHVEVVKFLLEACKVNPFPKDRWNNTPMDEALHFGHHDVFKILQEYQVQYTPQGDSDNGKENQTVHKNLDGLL
#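 Enzyme dispensed in phosphate buffer (45 mM, pH 8.2, 0.02% Tween-20), compounds pinned in, then 1 mM L-glutamine solution and the glutamate oxidase–HRP–Amplex Red mix added; fluorescence read immediately and again after 30 min at room temperature.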
# rTrxR1 inhibitor: blocks rat thioredoxin reductase 1; Potency, µM (top dose mostly 114 µM), without a hit: at the highest dose activity change, negative = inhibition, actives largely listed as inhibitors; recombinant rTrxR1, NADPH fluorescence consumption, selenite substrate; O89049; actives 1% (n = 390,000); also: % is scaled to controls: 0 for no effect and ±100 for the full control effect; nearly all actives have a fitted effect of over 65% in size
#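 Rat TrxR1 (90 nM in the dispensed reagent) was pre-reduced with 400 uM NADPH for 5 min at room temperature, then incubated with compound for 15 min. After 400 uM selenite was added, NADPH fluorescence (Ex 340/Em 450 nm) was followed for 8 min.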
# HP1b binding inh: blocks HP1-beta chromodomain binding to methylated histone tails; Potency, µM (titrated, usually from 114 µM), without a hit: top-dose activity change, negative = inhibition, usual class: inhibitors; AlphaScreen HP1-beta / biotin-H3K9me3 peptide binding; AID 540317; actives 0.56% (n = 390,000); also: nearly all actives have a fitted effect of over 70% in size; inactives centre near 23
# Target sequence (P83916 whole entry, looked up): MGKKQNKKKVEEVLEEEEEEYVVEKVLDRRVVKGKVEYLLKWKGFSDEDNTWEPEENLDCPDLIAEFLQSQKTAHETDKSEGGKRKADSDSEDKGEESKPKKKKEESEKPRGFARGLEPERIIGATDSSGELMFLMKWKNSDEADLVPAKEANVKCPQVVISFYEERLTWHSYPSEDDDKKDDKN
#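 HP1-beta protein (50 nM final) preincubated 30 min at room temperature with biotinylated H3(1-18)K9me3 peptide (50 nM) in PBS pH 7.4, 0.01% Tween-20, then compound added for 30 min. AlphaScreen streptavidin donor/nickel chelate acceptor beads (10 ug/mL final), 30 min dark, luminescence read.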
# RGS4 inh: human RGS4 inhibition; actives 0.039% (n = 390,000); P49798; Potency, µM (highest dose often 114 µM), for the others: at the highest dose activity change, negative = inhibition, hits mostly inhibitors; AID 504845; Transcreener GDP fluorescence polarization, RGS4-accelerated GTP hydrolysis; also: % is scaled to controls: 0 for no effect and ±100 for the full control effect; nearly all actives have a fitted effect of over 75% in size; some results filed as inactive show a strong effect at the top dose
#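 MLSMR compounds (23 nl, pin-transferred) preincubated 10 min at room temperature with a 500nM (2x) first reagent, then RGS4 at 900nM (2x) plus Transcreener GDP mix added; fluorescence polarization (620/688 nm) read before and after 90 min at 30 °C.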
# An asterisk follows results filed as active; i = inactive; ? = inconclusive; . = not tested or not shown; [ ] = remark or other dose. Unless noted, calls follow the shape of the dose curve; as a rule, active = well fitted curve in the direction sought with a large enough effect; inconclusive = small, poorly fitted or top-dose-only effect, or another doubt; inactive = no such curve, though single readings can be large; an effect the other way counts as inactive or inconclusive. Potency is read from the fitted curve at half-maximal effect. These rows are one share of the data; count on the stated rates, not on these rows.
SMILES,JMJD2A Tudor inh,Pin1 inhibitor,ERG-DNA inh,Tb PGK inh,ALOX12 inh,GLS inh,rTrxR1 inhibitor,HP1b binding inh,RGS4 inh
Cc1[nH]c2ccccc2c1C(=O)C(=O)NC1CC(=O)N(c2ccc(F)cc2)C1 (stereo unspecified),-12%,-2%,-12%,-8%,-5%,2%,-18%,16%,-30%
CCN(CC)C(=O)c1c[nH]c2ccc(S(=O)(=O)Nc3cc(C)cc(C)c3)cc2c1=O,?,12%,-14%,-6%,0%,0%,-1%,54%[activator],7%
CCCCOc1ccc(C2C(=O)N(C3CCCCC3)CC(=O)N2CCCC)cc1 (stereo unspecified),2%,1%,?,0%,-23%,0%,12%[57.1 µM],46%[activator],5%
CCCCC(CC)C(=O)Nc1ccc(Cl)cn1 (stereo unspecified),19%,-1%,-6%,4%,?,0%,6%,56%[activator],-2%
CCOCCCNC(=O)Cc1ccc(Br)cc1,-12%,-3%,-11%,-3%,18%,1%,-14%,31%,-8%
Cc1ccc2cc(CN(c3ccccc3C)S(=O)(=O)c3ccccc3)c(=O)[nH]c2c1,-28%,19%,1%,0%,9%,2%,22%[57.1 µM],12%,-19%[56.9 µM]
CC(C)CCn1c(SC(C)C(=O)NC2CC2)nc2ccccc2c1=O (stereo unspecified),-1%,-4%,-3%,4%,-29%,3%,10%,35%,-26%
CC(C)(C)C1CCC(C(=O)Nc2ccccc2N2CCOCC2)CC1 (stereo unspecified),14%,7%,.,-4%,-5%,-4%,-8%,70%[activator],-39%
N#CC(C(=O)Nc1ccc(Cl)cc1)=C1Nc2ccccc2N1,-33%,-4%,-3%,-2%,1%,-10%,2%[57.1 µM],31%,-16%
CCOC(=O)C1=C(CN2CCN(c3ccccc3OC)CC2)NC(=O)NC1c1ccccc1 (stereo unspecified),?,-7%,0%,-2%,-20%,6%,24%,-10%,10%
COCCn1nnnc1C(c1ccccc1)N1CCN(c2ccccc2)CC1 (stereo unspecified),?,-2%,-12%,-1%,?,30%,18%,13%,-13%
CNC(=O)CC(=O)Nc1ccccc1C(=O)O,5%,2%,-6%,5%,?,21%,16%[57.1 µM],32%,-24%
COc1ccc(C2CC(=O)N(Cc3cccc(F)c3)c3ccccc3S2)cc1 (stereo unspecified),13%,3%,5%,6%,0%,-7%,1%,40%[activator],44%
N#CCC(=O)Nc1sc2c(c1C(N)=O)CCCC2,-13%,26%,-7%,0%,22%,?,7%,25%,-17%
Cc1cc(C)cc(-n2c(SCC(=O)Nc3ccc4c(c3)OCO4)nc3c([nH]c4ccccc43)c2=O)c1,-13%,8%,8%,6%,-16%,2%,15%[57.1 µM],15%[57 µM],21%
CC(=O)c1ccc(N2CCN(C(=O)CCS(=O)(=O)c3ccc4c(c3)CCN4C(C)=O)CC2)cc1,-8%,1%,-3%,4%,0%,-3%,4%,33%,-1%
CCCn1nnc(NC(=O)COc2ccc(C3CCCCC3)cc2)n1,0%,?,-1%,.,-12%,-2%,12%,27%,9%
Clc1ccc(-c2nnc(CNC3CC3)o2)cc1,0%,-1%,-1%,.,8%,-2%,4%,107%[activator],-24%
O=C(c1csc2c1CCCC2)N1CCCCC1,-6%,-9%,1%,i,-6%,-22%,12%,55%[activator],-35%
Cc1nc(-c2ccc(S(=O)(=O)Nc3ccc(S(N)(=O)=O)cc3)cc2)co1,-10%,8%,?,3%,-15%,9%,?,35%,23%
Cc1cc(NC(=O)/C=C/c2cccc(Cl)c2)n(-c2nc3ccccc3[nH]2)n1,-10%,2%,-11%,2%,-1%,-2%,11%,28%,4%
Cc1ccc(C(=O)NCC(=O)OCC(=O)c2ccc3c(c2)OCCO3)cc1C,1%,-6%,2%,8%,0%[57.4 µM],9%,12%,77%[activator],-28%
CCOC(=O)C1(CCOC)CCN(C(=O)c2ccccc2-c2cccc(C)c2)CC1,-12%,-10%,-5%,-8%,2%,0%,0%,27%,13%
Cc1ccc(OCCCC(=O)NNC(=O)c2ccncc2)cc1,-1%,0%,-7%,i,-4%,-7%,14%,28%,-10%
O=C(CSCc1ccccc1)N/N=C/c1ccc(OCC(=O)N2CCCCC2)cc1,-18%,-7%,2%,-11%,-11%,4%,-11%,15%,19%

# An excerpt taken from the entries so far, as a working copy:
SMILES,JMJD2A Tudor inh,Pin1 inhibitor,ERG-DNA inh,Tb PGK inh,ALOX12 inh,GLS inh,rTrxR1 inhibitor,HP1b binding inh,RGS4 inh
Cc1[nH]c2ccccc2c1C(=O)C(=O)NC1CC(=O)N(c2ccc(F)cc2)C1 (stereo unspecified),-12%,-2%,-12%,-8%,-5%,2%,-18%,16%,-30%
CCN(CC)C(=O)c1c[nH]c2ccc(S(=O)(=O)Nc3cc(C)cc(C)c3)cc2c1=O,?,12%,-14%,-6%,0%,0%,-1%,54%[activator],7%
CCCCOc1ccc(C2C(=O)N(C3CCCCC3)CC(=O)N2CCCC)cc1 (stereo unspecified),2%,1%,?,0%,-23%,0%,12%[57.1 µM],46%[activator],5%
CCCCC(CC)C(=O)Nc1ccc(Cl)cn1 (stereo unspecified),19%,-1%,-6%,4%,?,0%,6%,56%[activator],-2%
CCOCCCNC(=O)Cc1ccc(Br)cc1,-12%,-3%,-11%,-3%,18%,1%,-14%,31%,-8%
Cc1ccc2cc(CN(c3ccccc3C)S(=O)(=O)c3ccccc3)c(=O)[nH]c2c1,-28%,19%,1%,0%,9%,2%,22%[57.1 µM],12%,-19%[56.9 µM]
CC(C)CCn1c(SC(C)C(=O)NC2CC2)nc2ccccc2c1=O (stereo unspecified),-1%,-4%,-3%,4%,-29%,3%,10%,35%,-26%
CC(C)(C)C1CCC(C(=O)Nc2ccccc2N2CCOCC2)CC1 (stereo unspecified),14%,7%,.,-4%,-5%,-4%,-8%,70%[activator],-39%
N#CC(C(=O)Nc1ccc(Cl)cc1)=C1Nc2ccccc2N1,-33%,-4%,-3%,-2%,1%,-10%,2%[57.1 µM],31%,-16%

# Next records
SMILES,JMJD2A Tudor inh,Pin1 inhibitor,ERG-DNA inh,Tb PGK inh,ALOX12 inh,GLS inh,rTrxR1 inhibitor,HP1b binding inh,RGS4 inh
O=C(NCc1cccs1)C12CC3CC(CC(C3)C1)C2,-18%,-12%,9%,-4%,5%,1%,37%[11.4 µM],32%,-18%
O=C(NCC1COc2ccccc2O1)C1CCCN(S(=O)(=O)c2cccc3cccnc23)C1 (stereo unspecified),-18%,-5%,-13%,6%,317%[activator],7%,-7%[57.1 µM],49%[activator],1%
O=C1C(=O)N(CNc2ccccn2)c2ccccc21,-17%,0%,-11%,6%,57%[activator],14%,0%,11%,-3%
CC1Cn2cc(C(=O)Nc3ccccc3C(F)(F)F)c(=O)c3c(Cl)ccc(c32)O1 (stereo unspecified),-19%,2%,-1%,i,5%,-13%,20%[57.1 µM],15%,17%
CCn1c(SCC(=O)NC)nnc1C(C)C,-21%,0%,-15%,-7%,3%,-4%,-6%[57.1 µM],37%,23%
COC(=O)CN1C(=O)CSc2ccc(S(=O)(=O)Nc3ccc(C(C)=O)cc3)cc21,0%,-2%,7%,-13%,-11%,-6%,17%[57.1 µM],-9%,2%
O=C(OCc1nc2ccccc2[nH]1)C12CC3CC(CC(C3)C1)C2,-15%,-7%,-4%,2%,15%,0%,16%,22%,17%
CCOc1ccc(C(=O)NC(=S)Nc2ccc(NC(=O)CC)cc2)cc1[N+](=O)[O-],-11%,3%,-1%,-7%,?,0%,-16%,13%,-32%
CCCC(=O)c1ccc(OCc2cn(CC(=O)c3ccc(O)cc3)nn2)cc1,-23%,-7%,-21%,-2%,-7%,-3%,-18%,24%,-8%
